Screens deposited in PubChem BioAssay by National Center for Advancing Translational Sciences (NCATS).
TSHR antagonist = antagonists of human thyroid stimulating hormone receptor | activity change, negative = inhibition, % at 11.5 µM | TSHR-expressing cells, TSH-stimulated cAMP HTRF, 2 h; hits give low values | 330,000 tested, 0.2% active;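 active = activity change below a set negative limit, meaning inhibition stronger than a set level, cut at about -70% in these data; inconclusive = activity change between two set negative limits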; also: % is scaled to controls: 0 for no effect and ±100 for the full control effect
Target sequence (P16473 whole entry, looked up): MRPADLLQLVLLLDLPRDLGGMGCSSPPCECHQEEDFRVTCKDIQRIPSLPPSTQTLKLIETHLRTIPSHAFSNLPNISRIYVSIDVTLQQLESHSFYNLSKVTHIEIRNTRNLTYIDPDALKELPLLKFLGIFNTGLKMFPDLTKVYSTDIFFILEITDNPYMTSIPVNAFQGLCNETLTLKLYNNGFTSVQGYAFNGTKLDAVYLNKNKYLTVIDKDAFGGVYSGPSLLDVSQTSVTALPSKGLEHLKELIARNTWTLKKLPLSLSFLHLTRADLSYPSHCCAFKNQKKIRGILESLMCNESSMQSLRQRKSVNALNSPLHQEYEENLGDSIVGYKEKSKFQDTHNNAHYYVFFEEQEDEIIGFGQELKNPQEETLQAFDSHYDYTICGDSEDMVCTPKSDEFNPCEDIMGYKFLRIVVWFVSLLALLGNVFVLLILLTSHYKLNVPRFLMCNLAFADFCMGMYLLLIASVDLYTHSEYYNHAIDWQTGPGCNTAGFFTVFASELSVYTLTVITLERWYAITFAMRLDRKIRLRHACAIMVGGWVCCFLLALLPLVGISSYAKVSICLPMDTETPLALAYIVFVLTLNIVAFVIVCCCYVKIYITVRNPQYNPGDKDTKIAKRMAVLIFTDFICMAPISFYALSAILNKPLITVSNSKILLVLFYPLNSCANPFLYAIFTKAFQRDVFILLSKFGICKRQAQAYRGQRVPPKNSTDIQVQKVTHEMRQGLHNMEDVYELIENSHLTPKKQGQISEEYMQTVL
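TSHR-expressing cells were treated with compounds, then stimulated with TSH at EC80 (4nM final) for 2 hours at 37 deg C. Cellular cAMP was measured by HTRF competition between lysate cAMP and cAMP-d2 for a cryptate-labelled anti-cAMP antibody.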
PKM2 act = PKM2 (human) enzyme activation. purified PKM2, Kinase-Glo ATP luminescence, activation; response scale: 0% is enzyme alone, no compound. Potency, µM (doses to about 57.5 µM), for inactives: at the top dose activation, most hits filed as activators. 260,000 tested, 0.34% active. AID 1631; also: potency is read from the fitted curve at half-maximal effect; % is scaled to controls: 0 for no effect and ±100 for the full control effect; nearly all actives have a fitted effect of over 55% in size
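Purified hPK-M2 (>95% pure) converted ADP (0.1 mM final) to ATP with 0.5 mM PEP in 50 mM imidazole pH7.2, KCl, MgCl2, Tween 20, BSA; 1 h at room temperature. ATP detected by Kinase-Glo luminescence.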
KCNH2 WT inh = inhibitors of human wildtype KCNH2 potassium channel | Q12809 | U2OS, BacMam KCNH2, thallium flux FluxOr; hits give low values | activity change, % at 1.84 µM | 340,000 tested, 0.37% active;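 active = maximum activity change below -70%; inconclusive = maximum activity change between -70% and -50%; inactive = maximum activity change above -50%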; also: % is scaled to controls: 0 for no effect and ±100 for the full control effect
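U2OS cells transduced with wild-type KCNH2 virus are loaded with FluxOr dye for 45 min, and thallium flux is measured in kinetic reads before and after stimulation buffer. Rate constants are normalized to DMSO controls.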
Menin MLL FP TR = menin-MLL binding inhibition, Texas Red mutant peptide; 270,000 tested, 0.23% active; Menin + Texas Red MLL mutant peptide, fluorescence polarization; O00255; Potency, µM (doses to about 61.6 µM), for inactives: at the top dose FP activity change, negative = inhibition, usual class: inhibitors; active = well fitted inhibition curve with a large enough effect in the polarisation, with a control signal flat, not every such curve was filed as active; inconclusive = small, poorly fitted or top-dose-only effect, or effect the other way, or a change in a side signal; inactive = no such curve, though single readings can be large or run the other way; the % refers to the polarisation; also: potency is read from the fitted curve at half-maximal effect; % of control where 0% means no effect; many of its hits are not listed in these tables
GALK inh = galactokinase (human) inhibition | Purified GALK, Kinase-Glo residual ATP luminescence | Potency, µM (top dose mostly 57.5 µM), inactives show top-dose activity change, negative = inhibition, most hits filed as inhibitors | 270,000 tested, 0.007% active; also: potency is read from the fitted curve at half-maximal effect; % is scaled to controls: 0 for no effect and ±100 for the full control effect
Target sequence (P51570 whole entry, looked up): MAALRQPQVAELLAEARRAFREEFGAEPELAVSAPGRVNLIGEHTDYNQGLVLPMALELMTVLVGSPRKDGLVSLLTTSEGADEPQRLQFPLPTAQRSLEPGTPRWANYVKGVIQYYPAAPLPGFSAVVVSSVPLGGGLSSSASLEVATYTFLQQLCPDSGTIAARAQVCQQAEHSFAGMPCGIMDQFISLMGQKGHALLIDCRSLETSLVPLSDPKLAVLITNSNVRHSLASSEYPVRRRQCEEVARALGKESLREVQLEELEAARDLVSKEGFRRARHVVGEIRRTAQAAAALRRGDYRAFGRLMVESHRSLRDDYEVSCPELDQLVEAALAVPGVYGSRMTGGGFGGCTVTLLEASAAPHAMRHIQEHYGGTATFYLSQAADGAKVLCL
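GALK at 5 nM final was combined with compound, 35 uM ATP and 100 uM galactose in HEPES pH8.0 with MgCl2 and DTT. The reaction ran one hour at room temperature before luminescent ATP detection.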
USP2a block = blocks human ubiquitin-specific protease USP2a; O75604; Potency, µM (series often up to 38.3 µM), for the others: at the highest dose activity change, negative = inhibition, actives largely listed as inhibitors; AID 463254; 330,000 tested, 0.01% active; USP2 core, Ub-CHOP2 coupled fluorogenic reporter, 485/531;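 also: potency is read from the fitted curve at half-maximal effect; plate controls were DMSO wells for no effect and full inhibition by NEM control for full effect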
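Deubiquitinase activity read as fluorescence (485/531 nm) after Ub-CHOP2 cleavage activates the enterokinase reporter on its substrate; USP2 core 10nM, Ub-CHOP2 and substrate 25nM each, 30min compound preincubation then 60min RT; data normalized to NEM, curves fitted.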
MBNL1 CUG block = blocks human MBNL1 binding to CUG repeat RNA. Q9NR56. 280,000 tested, 0.036% active. TR-FRET MBNL1-His/biotin-(CUG)12 binding, 665/545 ratio. AID 2675. Potency, µM (titrated, usually from 57.5 µM), without a hit: top-dose activity change, negative = inhibition, usual class: inhibitors; active = well fitted inhibition curve with a large enough effect in the signal ratio, with a control signal flat, not every such curve was filed as active; inconclusive = small, poorly fitted or top-dose-only effect, or effect the other way, or a change in a side signal; inactive = no such curve, though single readings can be large or run the other way; the % refers to the signal ratio; also: potency is read from the fitted curve at half-maximal effect; % is scaled to controls: 0 for no effect and ±100 for the full control effect
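Ratiometric TR-FRET (665 over 545 nm, excitation 340 nm) tracks disruption of MBNL1-His/biotin-(CUG)12 complex after 60 min at room temperature, with compounds at 92 nM to 58 uM final.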
Chronic BCR inh = inhibitors of chronic active B-cell receptor signaling; ABC-DLBCL IkBa-CBG/CBR reporter, luminescence ratio, 4 h; Potency, µM (highest dose often 46.1 µM), without a hit: at the highest dose ratio change, negative = lower green/red ratio, usual class: inhibitors; 340,000 tested, 0.05% active; active = well fitted inhibition curve with a large enough effect in the signal ratio, with a control signal flat, not every such curve was filed as active; inconclusive = small, poorly fitted or top-dose-only effect, or effect the other way, or a change in a side signal; the % refers to the signal ratio;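 also: potency is read from the fitted curve at half-maximal effect; plate controls were basal doxycycline-induced cells for no effect and cells given 10 µM MG132 for full effect; MG132 reads +100%, hits lower the ratio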
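Doxycycline induced both beetle luciferases in TMD8 lymphoma cells; IKK-driven degradation limits the IkappaBalpha-fused green signal, while red luminescence normalises for cell number and nonspecific effects. Compounds tested up to 46 uM, 4 hrs.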
Mito fusion act = mitochondrial division inhibition or fusion activation | Potency, µM (doses to about 46.1 µM), inactives show at the top dose growth rescue (activation), actives largely listed as activators | 320,000 tested, 0.23% active | S. cerevisiae fusion-defective mutant growth rescue, CellTiterGlo 48 h | AID 485298;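 also: potency is read from the fitted curve at half-maximal effect; % of control where 0% means no effect; nearly all actives have a fitted effect of over 45% in size; temperature-sensitive fusion mutants such as fzo1-1 at 37 °C on non-fermentable ethanol glycerol medium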
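Compounds are tested for their ability to restore growth of mitochondrial fusion-defective yeast strains at non-permissive 37C in YPEG medium over 48 hours. Viability is quantified by luciferase luminescence.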
Eya2 phos inh = Eya2 (human) phosphatase inhibition; AID 488837; recombinant Eya2, OMFP fluorescence dephosphorylation (OMFP is methylfluorescein phosphate); O00167; Potency, µM (titrated, usually from 76.9 µM), without a hit: top-dose activity, negative = inhibition, actives largely listed as inhibitors; 330,000 tested, 0.006% active; also: potency is read from the fitted curve at half-maximal effect; % is scaled to controls: 0 for no effect and ±100 for the full control effect
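Eya2 protein (added as 0.2 uM solution) was preincubated with compound for 10 min at ambient temperature in 50 mM HEPES pH 7.5, 50 mM NaCl, 5 uM MgCl2, 0.05% BSA, 1 mM DTT. OMFP (added at 50 uM) then reacted 10 min; fluorescence read at 485/525 nm.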
ASM inhibitor = inhibitors of human secretory acid sphingomyelinase. placental ASM, HMU-PC fluorogenic substrate, 60 min. Potency, µM (titrated, usually from 57.5 µM), for the others: at the top dose activity change, negative = inhibition, usual class: inhibitors. 340,000 tested, 0.006% active; also: potency is read from the fitted curve at half-maximal effect
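Steps: dispense placental human ASM, pin compound, wait 10 min at room temperature, add HMU-PC0 substrate at 9 uM final, incubate 60 min at 37 °C, add stop solution raising pH to 10, read fluorescence.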
* marks the source's active call; other numbers are inactive results; i = inactive; ? = inconclusive; / = no result given; & = joins results of further samples; [ ] = remark or other dose. Unless noted, calls follow the shape of the dose curve; as a rule, active = well fitted curve in the direction sought with a large enough effect; inconclusive = small, poorly fitted or top-dose-only effect, or another doubt; inactive = no such curve, though single readings can be large; an effect the other way counts as inactive or inconclusive.

SMILES	TSHR antagonist	PKM2 act	KCNH2 WT inh	Menin MLL FP TR	GALK inh	USP2a block	MBNL1 CUG block	Chronic BCR inh	Mito fusion act	Eya2 phos inh	ASM inhibitor
COc1ccc(C(=O)Nc2ccc(S(=O)(=O)Nc3ncccn3)cc2)cc1OC	1	-4%	-4	-11%	1%	1%	-13%	2%	-4%	-9%	4%
CCc1ccc(C(O)(c2ccccc2OC)C(CN2CCOCC2)c2ccccc2)cc1 (configuration not stated)	-7	-8%	-5	?	-2%	-3%	-1%	?	-3%	8%	-1%
Cc1ccc(-c2cc3onc(-c4ccccc4)c3c(=O)n2C)cc1	-23	/	/	/	/	1%	/	/	1%	-4%	2%
Cc1cc(C)c(NC(=O)C2=CCN(S(=O)(=O)c3ccc(F)cc3)CC2)c(C)c1	-5	2%	-3	-1%	/	-1%	-6%	1%	4%	0%	1%
NC1=NC[C@H](Cc2ccccc2)N1CCc1cc(C(F)(F)F)cc(C(F)(F)F)c1	-4	-2%	19	/	-4%	0%	1%	-2%	-1%	-10%	-8%
Cc1nc(SC2CC(=O)N(c3cc(Cl)cc(Cl)c3)C2=O)nc2c1CCCC2 (configuration not stated)	-26	2%	6	/	-4%	-3%	-5%	-1%	3%	-5%	-9%
CCCCc1nccn1CCn1ccnc1CCCC	17	7%	8	-6%	1%	1%	-7%	?	1%	-27%	4%
CCCCn1nc(C(=O)NC2CCCCCC2)c2ccccc2c1=O	1	/	11	/	/	-8%	/	-6%	/	-2%	-12%
CCCCNC(=O)N1CCN(C(=O)C2CCCO2)CC1 (configuration not stated)	5	-4%	-17	-6%	4%	0%	-3%	1%	-16%	-3%	1%
COc1ccc(CC(=O)Nc2nc(C)cs2)cc1OC	3	-1%	-17	-4%	3%	-1%	-4%	-1%	-1%	-14%	1%
CCOc1ccc(Nc2nc(Cc3nnc(SCC(=O)NC4CCCCC4)n3C)cs2)cc1	9	-5%	6	-2%	-3%	2%	3%	-21%	-3%	-9%	-3%
COC(=O)c1c([N+](=O)[O-])c(OC)c(OC)c(OC)c1[N+](=O)[O-]	13	-1%	-17	-10%	-3%	1%	7%	8%	22%	-6%	-2%
CC(=O)Nc1ccc(SCC(=O)Nc2cc(C)on2)cc1	15	12%	4	-17%	-2%	-5%	-10%	0%	-1%	?	-1%
CN(C)C1=NCCN1CCCCc1ccccc1	2	/	-3	/	/	1%	/	-2%	-5%	13%	1%
Cc1ccc(OCC(=O)N(c2ccccn2)C2CCCCC2)c(C)c1	-16	-1%	1	?	2%	0%	/	4%	16%	-11%	1%
O=C1CN(S(=O)(=O)c2cccc(Cl)c2Cl)c2ccccc2N1	8	/	-6	14%	-2%	1%	-5%	-5%	7%	18%	-1%
CNc1nc2[nH]c(=O)c3c(c2s1)OC(N)=C(C#N)C3c1ccccc1 (configuration not stated)	-6	0%	-3	1%	0%	3%	/	-4%	-7%	3%	8%
COc1ccc(CNC(=S)Nc2ccccc2)cc1	-1	8%[11.5 µM]	-12	-18%	-8%	5%	-9%	-9%	-13%	-7%	-2%
CCCN(C(=O)COC(=O)c1nc2nc(C)cc(C)n2n1)C1CCS(=O)(=O)C1 (configuration not stated)	24	/	-4	/	/	-4%	/	0%	2%	4%	2%
Cn1cnnc1-c1cccc(NC(=O)c2cc(F)c(F)cc2Cl)c1	7	-1%	-4	0%	10%	-1%	-6%	-2%	-1%	-4%	4%
COc1ccc(Cl)cc1C(=O)NCCCn1ccnc1	-8	3%	6	5%	/	-1%	-1%	0%	2%	2%	2%
O=C(c1cnn2c(C(F)(F)F)cc(-c3cccs3)nc12)N1CCCC1	2	0%	1	/	0%	2%	?	1%	4%	4%	175%[activator]
CCOC(=O)[C@H]1[C@H]2COc3cc(OC)ccc3[C@@H]2N2C(=O)c3cc(F)c(F)cc3NC(=O)[C@@]12C	-4	/	9	/	/	-1%	/	-19%	1%	-30%	-7%
CC[C@]12c3[nH]c4ccc(OC)cc4c3CCN1C(=O)C(CC(=O)NCCc1ccccn1)C[C@@H]2C(=O)N1CCN(C(=O)C2CC2)CC1 (some centres not stated)	3	/	-6	/	/	4%	/	5%	/	8%	4%
Cc1onc(-c2ccccc2)c1C(=O)Nc1nnc(CC(C)(C)C)s1	-7	0%	-1	-8%	6%	-1%	2%	-16%	1%	-14%	0%

The list goes on.
SMILES	TSHR antagonist	PKM2 act	KCNH2 WT inh	Menin MLL FP TR	GALK inh	USP2a block	MBNL1 CUG block	Chronic BCR inh	Mito fusion act	Eya2 phos inh	ASM inhibitor
Cc1ccc(Cl)cc1N1CCN(Cc2nnnn2Cc2ccco2)CC1	-17	0%	11	-2%	6%	0%	-4%	0%	1%	13%	-3%
CCOC(=O)N1CCN(C(=S)NC(=O)c2c(-c3c(Cl)cccc3Cl)noc2C)CC1	-7	-3%	i	-29%	-4%	6%	-2%	0%	-4%	6%	-1%
O=S(=O)(c1ccc(F)cc1)c1nc(-c2ccc(F)cc2)oc1NCCN1CCOCC1	11	-4%	6	-2%	5%	-3%	4%	-1%	-3%	2%	0%
CC1CCCC(C)N1C(=O)CSc1nnnn1C1CCCC1 (configuration not stated)	13	-1%	-3	-13%	12%	2%	3%	13%	6%	-4%	5%
O=C(COc1ccccc1)Nc1cccc(-c2nc3cc4ccccc4cc3[nH]2)c1	6	-13%	17	?	7%	-8%	8%	?	-5%	-10%	246%[activator]
Cc1nc(SCc2nc3ccccc3[nH]2)c2oc3cc([N+](=O)[O-])ccc3c2n1	2	/	/	/	/	5%	/	-1%	/	2%	-23%
COCCCN1C(=O)N(c2ccc(F)cc2)C(=O)C1CC(=O)Nc1ccccc1 (configuration not stated)	-4	/	-1	2%	1%	0%	-4%	4%	-6%	15%	2%
O=C(c1ccc(=O)oc1)N1CCN(c2ccc(F)cc2)CC1	0	1%	-3	13%	0%	1%	0%	1%	2%	21%	8%
Cc1ccc(NC(=O)CSc2nc3ccccc3c3nc(CCn4cncc4C)nn23)c(C)c1	-6	8%	0	0%	2%	2%	2%	-15%&-19%	-2%	2%	-4%
CCOC(=O)C1(C)C(C(=O)OC)=C(c2ccc(OC)cc2)c2ccccc2N1C(=O)OC (configuration not stated)	-12	/	7	0%	/	1%	/	?	/	-15%	0%
C=CCN(c1ccccc1OC)S(=O)(=O)c1cccc(C(=O)Nc2nnc(C3CC3)s2)c1	-14	/	-9	/	/	1%	/	?	-3%	-11%	-7%
CCN(CC)c1ccc(-c2nc3cnccc3n2C)cc1	3	-3%	-2	1%	5%	3%	27%	-10%	-2%	16%	78%[activator]
CC1CCc2cc(F)ccc2N1C(=O)CCl (configuration not stated)	3	0%	-9	-17%	4%	0%	-4%	?	6%	-10%	1%
CCOc1ccc(CNC(=O)C2CCN(C(=O)N3CC(C)Oc4ccccc43)CC2)cc1 (configuration not stated)	-16	-2%	-1	-8%	/	4%	1%	3%	0%	4%	3%
COCCn1c(=O)[nH]c2cc(C(=O)NCCN3CCN(c4ccccc4)CC3)ccc2c1=O	-7	-1%	-2	1%	-1%	-3%	-11%	4%	1%	-34%	373%[activator]
CC(C)NC(=O)c1cc(-c2ccco2)nn1-c1ccc(Cl)cc1	-12	?	-4	23%	-1%	-6%	4%	0%	-1%	-4%	-6%
Cc1ccc(S(=O)(=O)N(C)CC(=O)N2CCN(C(=O)c3ccco3)CC2)cc1	-3	-4%	-2	3%	2%	3%	-4%	-1%	-1%	34%[15.4 µM]	4%
CCOC(=O)Cn1nc(C)cc1NC(=O)c1cccnc1	2	5%	-25	-8%	1%	4%	-6%	-17%	5%	2%	4%
CS(=O)(=O)c1nc(S(=O)(=O)c2ccc(Cl)cc2)c(NCc2ccccn2)s1	-5	5%	16	12%	-1%	-1%	-10%	-5%	18%	6%	0%
O=C(O)/C=C\C(=O)Nc1ccc(N2CCN(c3cccc(Cl)c3)CC2)cc1	5	1%	0	?	5%	4%	-7%	-2%	18%	-7%	2%
COc1cc(NC(=O)Cn2cnc3ccccc3c2=O)c(OC)cc1Cl	-2	-2%	-3	9%	8%	-1%	-5%	5%	-3%	2%	3%
Cc1c(C(=O)N2CCN(C(=O)c3ccco3)CC2)oc2c(Cl)cccc12	-3	/	-1	/	/	1%	/	?	2%	3%	-1%
Cc1ccc(Cn2c(=O)sc3ccccc3c2=O)cc1	-12	2%	-6	2%	-2%	2%	-3%	-6%	2%	10%	-6%

This is a subset; the hit share may differ from the screen's.
